# Efa HMGR inh = blocks class II HMG-CoA reductase of Enterococcus faecalis | purified E. faecalis HMGR, NADPH absorbance 340 nm kinetic | inhibition, % at 10 µM | 190,000 compounds, 0.41% hits;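 active = inhibition above a set limit, the median over all tested compounds plus 3 SD, cut at about 9.5% in these data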;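 also: enzyme runs in reverse so mevalonate oxidation gives rising NADPH absorbance; 0% = complete reaction with DMSO and 100% = background rate lacking mevalonate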
# Lmaj promast = Leishmania major promastigote growth inhibition; Leishmania major promastigotes, resazurin fluorescence viability; inhibition, % at 10 µM; 200,000 compounds, 9% hits; in the data active = inhibition above about 50%;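 also: promastigotes grown with compound for 44 hours at 28 °C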
# PPARg SRC-2 ag = promotes SRC-2 coactivator recruitment by human PPARgamma. 200,000 compounds, 0.34% hits. PPARgamma LBD-SRC-2 recruitment, biochemical. AID 1032. activation, % at 8 µM. P37231; in the data active = activation above about 22%;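 also: 0% = vehicle and 100% = reference agonist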
# Target sequence (P37231 whole entry, looked up, the tested form may be a part): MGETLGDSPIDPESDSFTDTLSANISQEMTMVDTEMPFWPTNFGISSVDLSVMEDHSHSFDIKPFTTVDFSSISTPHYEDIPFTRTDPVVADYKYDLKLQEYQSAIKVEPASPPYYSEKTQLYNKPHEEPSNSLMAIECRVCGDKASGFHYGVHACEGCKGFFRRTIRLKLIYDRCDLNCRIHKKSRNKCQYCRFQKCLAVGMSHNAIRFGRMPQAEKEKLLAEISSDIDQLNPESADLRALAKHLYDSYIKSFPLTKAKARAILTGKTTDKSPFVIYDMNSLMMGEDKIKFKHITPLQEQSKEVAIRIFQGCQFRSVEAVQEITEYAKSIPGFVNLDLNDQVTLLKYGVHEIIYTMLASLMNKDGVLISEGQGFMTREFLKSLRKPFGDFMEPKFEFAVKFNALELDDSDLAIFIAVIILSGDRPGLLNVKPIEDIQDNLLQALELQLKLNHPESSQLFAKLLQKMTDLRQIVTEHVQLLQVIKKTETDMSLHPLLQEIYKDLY
# PPARg SRC1 recr = agonists of human PPARgamma SRC-1 coactivator recruitment. activation, % at 8 µM. P37231. PPARgamma-SRC-1 coactivator recruitment biochemical assay. 200,000 compounds, 0.41% hits. AID 631; in the data active = activation above about 19%;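 also: 0% = DMSO and 100% = reference agonist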
# ROMK primary = modulates human ROMK potassium channel activity; P48048; Tet-inducible ROMK, thallium flux fluorescence; actives lie on both sides; B-score at 10 µM; 130,000 compounds, 2% hits; AID 1918;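 active = signal ratio slope over the read window, or its plate-corrected B-score, at least 3 SD from the plate mean, either direction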;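 also: B-score of the F/F0 ratio slope over 7 to 12 s after thallium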
# RAM inhibit = yeast RAM network inhibition. S. cerevisiae dse1pr::URA3 reporter, 5-FOA growth OD615, 2 d; analog-sensitive cbk1-as2 kinase mutant strain. 190,000 compounds, 1.8% hits. inhibition, % at 50 µM;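 active = inhibition above a set limit, 3 SD over mean compound inhibition, cut at about 8.4% in these data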;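 also: 0% = DMSO-only wells with no growth and 100% = 10 µM 1-NA-PP1 full growth; inhibition rescues growth on 5-FOA so higher OD means more RAM inhibition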
# PPARg SRC3 recr = agonists of human PPARgamma SRC-3 coactivator recruitment; P37231; biochemical PPARgamma/SRC-3 coactivator recruitment assay; activation, % at 8 µM; 200,000 compounds, 0.26% hits; in the data active = activation above about 23%;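 also: 0% = DMSO and 100% = reference agonist; some compounds past the cut are filed as inactive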
# Redox H2O2 prof = compounds producing H2O2 with reducing agent – biochemical, NIH compound library profiling, artefact control for MLSCN library redox annotation, primary screen. DTT-dependent redox cycling H2O2, phenol red/HRP absorbance; 100% = 100 µM peroxide control, 0% = buffer. activation, % at 10 µM. 200,000 compounds, 0.03% hits;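 active = activation of at least 50% relative to the plate's high and low controls in the primary single-dose screen; inactive = activation below 50%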;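 also: compound incubated with DTT at 0.8 mM final as the reducing agent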
# SRC2 TRFRET art = TR-FRET artefact, counter-screen to PPARgamma/SRC-2 agonist assay. hits give high values. TR-FRET ratio at 8 µM. 200,000 compounds, 0.4% hits. AID 1049; in the data active = TR-FRET ratio above about 2000; also: inactives centre near 1500; reference of the scale not given here
# bIAP inh = intestinal alkaline phosphatase (bovine) inhibition; 190,000 tested, under 10 active; inhibition, % at 20 µM; AID 1019; purified bovine IAP, CDP-star luminescence, 30 min;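 active = over 50% inhibition of intestinal alkaline phosphatase at 20 µM in the single-dose screen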
#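 System: purified bovine intestinal alkaline phosphatase (IAP) enzyme; Input: IAP diluted 1/65,000,000 in the well; Measured by: CDP-star luminescence signal; Compound dosing: 20 µM single dose; Incubation: 30 min reaction at room temperature.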
# S1P3 antagonist = antagonists of human S1P3 receptor | CHO S1P3 NFAT-BLA reporter, FRET fluorescence, antagonist mode | inhibition, % at 4.98 µM | 170,000 compounds, 0.27% hits | AID 485;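 active = inhibition above the plate cutoff, the mean inhibition of test wells on that plate plus 3 SD, cut at about 28% in these data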;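 also: cells challenged with S1P at its EC80 of 0.8 µM; blue over green emission ratio from cleaved BLA substrate after 4 h stimulation; 0% = S1P-stimulated wells and 100% = unstimulated DMSO-only wells; some compounds past the cut are filed as inactive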
# Target sequence (Q99500 whole entry, looked up): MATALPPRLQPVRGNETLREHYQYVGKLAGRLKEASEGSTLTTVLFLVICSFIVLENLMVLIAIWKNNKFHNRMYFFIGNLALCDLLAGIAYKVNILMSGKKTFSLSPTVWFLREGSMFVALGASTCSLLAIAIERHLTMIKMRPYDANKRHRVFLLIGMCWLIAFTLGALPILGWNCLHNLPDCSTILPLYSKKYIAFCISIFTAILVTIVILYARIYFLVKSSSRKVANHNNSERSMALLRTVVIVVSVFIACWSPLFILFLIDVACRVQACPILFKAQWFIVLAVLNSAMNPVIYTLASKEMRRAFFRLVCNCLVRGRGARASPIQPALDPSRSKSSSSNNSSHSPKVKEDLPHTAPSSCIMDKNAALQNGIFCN
# Numbers without * were called inactive; · = no result given. Hits appear at their usual frequency, and some 13% of all compounds hit somewhere here.
[1] CCOC(=O)c1cnc2ccc(Br)cc2c1NCCO
[2] CC1CCCN(C(=O)COc2ccc(-c3ccccc3)cc2)C1 (centres undefined)
[3] CCOC(=O)c1cc(-c2ccccc2)sc1NC(=S)Nc1cc(C)ccn1
[4] CCCCCC(=O)NNC(=S)NC(C)=O
[5] O=C(O)CC(Cc1ccc(Br)cc1)C(=O)O (centres undefined)
[6] O=C(COC(=O)c1ccc(S(=O)(=O)N2CCCC2)cc1)NCc1cccs1
[7] CN(C)c1cc(NC(=O)CNC(C)(C)CC(C)(C)C)c2ccccc2n1
[8] CSc1cccc(NC(=O)CSc2ncccc2C(=O)Oc2cccc([N+](=O)[O-])c2)c1
[9] Cc1cccc(NC(=O)CN(C)S(=O)(=O)c2cccc3nsnc23)c1C
[10] CC(=O)Nc1ccc(S(=O)(=O)Nc2cccc(NC(=O)c3ccco3)c2)cc1
entry no.	1	2	3	4	5	6	7	8	9	10
Lmaj promast	3	16	-10	-7	-6	-8	50	-7	0	14
PPARg SRC-2 ag	3	-3	2	6	15	7	3	3	-2	1
ROMK primary	-0.62	-0.94	-1.9	0.18	-0.15	0.14	0.081	0.88	-0.092	-0.48
Efa HMGR inh	-3	-13	3	0	2	-3	2	-5	-3	-5
RAM inhibit	1.7	-0.6	7.9	-0.4	0.7	4.5	0.1	2.9	1.4	0.7
bIAP inh	8	-19	16	-64	3	17	-6	11	2	0
Redox H2O2 prof	0.1	0.4	-1.8	0.8	1.1	-0.9	-1.6	-0.2	-0.6	-2.2
PPARg SRC3 recr	0	-5	3	7	-3	-1	1	2	0	0
S1P3 antagonist	·	-2	·	3	-22	-23	5	-8	-8	-5
SRC2 TRFRET art	1490	1332	1395	1480	1721	1716	1582	1612	1337	1418
PPARg SRC1 recr	3	0	-8	5	3	2	-3	3	-2	-5

[11] O=C(CN1C(=O)NC2(CCc3ccccc3C2)C1=O)Nc1ccc(Cl)cc1F (centres undefined)
[12] CCOC(=O)Nc1sc(C(=O)N(C)C)c(C)c1C(=O)OCC
[13] Cc1csc(-c2cccnc2)n1
[14] COc1ccc(C(C)=O)cc1COc1ccc(F)cc1
[15] CC(C)CCNC(=O)c1csc2c1CCCCC2
[16] CC(=O)N1CCN(CCN2C(C)=CC(=C(C#N)C#N)C=C2C)CC1
[17] O=C(CSc1nc2ccccc2o1)c1ccc2c(c1)OCCO2
[18] CC(C)NS(=O)(=O)c1ccc(OCC(=O)NCc2cccnc2)cc1
[19] CNC(=O)Nc1ccc(Cn2cc(C(F)(F)F)ccc2=O)cc1
[20] CC1CCCN(C(=S)SCC(=O)O)C1 (centres undefined)
entry no.	11	12	13	14	15	16	17	18	19	20
Lmaj promast	-5	7	2	2	13	4	-4	-4	12	-7
PPARg SRC-2 ag	-1	2	1	-3	10	-8	2	12	-6	-4
ROMK primary	·	·	0.91	-0.049	-0.58	-0.22	·	0.71	-0.043	0.11
Efa HMGR inh	3	-9	3	2	-3	1	-1	-6	-14	-1
RAM inhibit	7.0	1.6	0.7	-0.1	0.6	1.0	2.8	2.8	0.5	1.2
bIAP inh	7	0	-16	1	12	-6	8	17	-6	0
Redox H2O2 prof	0.2	1.0	-0.2	-0.2	-0.3	-0.2	3.6	0.8	-1.1	-0.1
PPARg SRC3 recr	0	6	-3	-5	-3	-3	-4	-8	1	1
S1P3 antagonist	15	·	-16	0	1	-5	-10	14	-6	-8
SRC2 TRFRET art	1593	1534	1429	1317	1597	1542	1472	1661	1414	1522
PPARg SRC1 recr	-7	8	-7	-7	4	6	-5	-2	-6	-8

[21] CSc1cc(C)c(OCC(=O)Nc2ccc(NC(C)=O)cc2)c(C)c1
[22] CC(=O)Nc1ccc(N/C=C/C(=O)c2ccc(C)o2)cc1
[23] COc1ccc(/C=C(\NC(=O)c2ccccc2)C(=O)N/N=C/c2ccncc2)cc1
[24] COC(=O)Cc1ccc2sc(-c3ccccc3)nc2c1
[25] O=C(CSc1ncn[nH]1)Nc1ccccc1C(=O)O
[26] CCOC(=O)C(NC(C)=O)(Nc1ccc(S(=O)(=O)Nc2cc(C)on2)cc1)C(F)(F)F (centres undefined)
[27] Cc1ccc(-c2nc(NC(=O)CSc3cc(C)c4ccccc4n3)ns2)cc1
[28] CCCn1c(-c2ccc(F)cc2)cnc1SCC(=O)O
[29] CC(=O)Nc1c(O)nc(SCC(=O)Nc2nnc(SCc3ccccc3)s2)[nH]c1=O
[30] O=C(CN1C(=O)CSCC1=O)Nc1ccc2c(c1)OCO2
entry no.	21	22	23	24	25	26	27	28	29	30
Lmaj promast	-9	-8	-5	6	-14	-4	-6	-3	-12	-8
PPARg SRC-2 ag	3	9	-7	2	7	9	-1	4	-3	-3
ROMK primary	·	-0.0028	·	-0.71	·	·	-0.0045	·	-0.66	·
Efa HMGR inh	6	-7	-3	-5	0	-3	-2	1	-4	-3
RAM inhibit	3.9	-0.3	0.4	1.9	0.0	-0.6	2.3	-1.0	6.8	2.5
bIAP inh	3	25	-4	·	9	12	11	7	-16	29
Redox H2O2 prof	0.2	0.9	-3.7	0.2	0.8	0.6	0.4	-1.9	-0.1	-0.1
PPARg SRC3 recr	-1	-9	3	3	12	1	0	1	-9	3
S1P3 antagonist	-8	28	·	0	-11	·	-1	-14	-17	8
SRC2 TRFRET art	1692	1583	1515	1483	1696	1500	1385	1522	1674	1728
PPARg SRC1 recr	2	11	-8	0	8	-3	2	1	10	1

[31] O=c1cc(/C=C/c2ccccc2)oc2ccccc12
[32] CCC(C)NC(=O)N[C@@H](Cc1ccccc1)C(=O)O (some centres undefined)
[33] Cc1c([N+](=O)[O-])c([N+](=O)[O-])nn1CC(=O)NCCc1ccccc1
[34] CC(C)CN(CC(C)C)c1nnc(N)s1
[35] CCOC(=O)c1ccc2c(c1)nc(SCC(=O)NC(C)C)n2CC
[36] Cc1cc(SC(C)C(=O)Nc2ncc(Cl)cc2Cl)nc2ccccc12 (centres undefined)
[37] O=S(=O)(NC1=NCCC1)c1ccc(F)cc1F
[38] COc1ccc(CC(=O)NNC(=O)c2cnccn2)cc1
[39] CCO[C@H]1OC(C(=O)O)=C[C@@H](C)[C@@H]1CCCO
[40] Cn1c(N)c(C(=O)COc2ccc(C#N)cc2)c(=O)n(C)c1=O
entry no.	31	32	33	34	35	36	37	38	39	40
Lmaj promast	22	2	7	-9	0	10	-14	-6	-6	-1
PPARg SRC-2 ag	3	-9	2	-1	6	3	0	1	1	-2
ROMK primary	·	0.28	0.012	0.094	0.92	0.0073	0.012	·	·	-0.053
Efa HMGR inh	2	-4	1	-1	-3	8	7	-11	-2	-8
RAM inhibit	0.6	0.7	0.5	-0.9	-1.0	12*	0.5	2.9	0.5	0.8
bIAP inh	12	0	16	20	-8	10	-2	-39	5	-2
Redox H2O2 prof	-0.5	-0.2	-0.4	0.7	-1.0	-0.3	-2.8	-0.4	-0.6	-0.1
PPARg SRC3 recr	5	-4	-1	1	-1	2	-4	4	-4	4
S1P3 antagonist	·	-11	0	-4	·	-2	15	-7	-1	-7
SRC2 TRFRET art	1661	1549	1586	1485	1552	1744	1681	1663	1491	1535
PPARg SRC1 recr	7	2	6	6	2	14	-3	-1	-3	11

[41] CCOc1ccc(NC(=O)N2CCC(c3ccc(C)cc3)C2)cc1 (centres undefined)
[42] CCOC(=O)c1c(C)[nH]c(C(=O)COC(=O)/C=C/c2ccc(OC(F)F)cc2)c1C
[43] Cc1cc(O)c(/C=N/OCc2ccc(Cl)cc2Cl)c(=O)o1
[44] COC(=O)c1ccc(S(=O)(=O)NNC(=O)c2ccc(S(=O)(=O)N3CCCCC3)cc2)cc1
[45] Cc1cccc(Nc2c([N+](=O)[O-])cc(C(=O)N3CC(=O)Nc4ccccc43)cc2[N+](=O)[O-])c1
[46] CCOc1ccc(C(=O)OCC(=O)c2c(N)n(C)c(=O)n(C)c2=O)cc1OCC
[47] N#CCCn1c(C2CCCCC2)nc2ccccc21
[48] COc1ccc(C2CC(=O)c3cnc(NC(=O)c4ccccc4OC)nc3C2)c(OC)c1 (centres undefined)
entry no.	41	42	43	44	45	46	47	48
Lmaj promast	3	-6	-13	-7	82*	-4	12	86*
PPARg SRC-2 ag	-7	9	0	-3	0	7	7	-8
ROMK primary	·	0.31	0.42	0.56	0.074	0.8	0.00055	·
Efa HMGR inh	0	-1	-7	-3	-8	3	-4	1
RAM inhibit	4.8	4.3	1.1	1.4	9.5*	0.8	0.1	3.7
bIAP inh	-6	-3	-14	5	16	10	6	4
Redox H2O2 prof	1.6	-0.4	0.1	-0.1	-1.4	0.2	0.2	1.8
PPARg SRC3 recr	4	-2	-1	4	6	-9	8	-1
S1P3 antagonist	·	13	-22	-14	-6	·	·	4
SRC2 TRFRET art	1496	1487	1264	1384	1630	1639	1575	1570
PPARg SRC1 recr	4	11	0	1	-9	1	0	-4

# In a second layout: entries from further up.
No. | compound | Lmaj promast | PPARg SRC-2 ag | ROMK primary | Efa HMGR inh | RAM inhibit | bIAP inh | Redox H2O2 prof | PPARg SRC3 recr | S1P3 antagonist | SRC2 TRFRET art | PPARg SRC1 recr
24 | COC(=O)Cc1ccc2sc(-c3ccccc3)nc2c1 | 6 | 2 | -0.71 | -5 | 1.9 | · | 0.2 | 3 | 0 | 1483 | 0
25 | O=C(CSc1ncn[nH]1)Nc1ccccc1C(=O)O | -14 | 7 | · | 0 | 0.0 | 9 | 0.8 | 12 | -11 | 1696 | 8
26 | CCOC(=O)C(NC(C)=O)(Nc1ccc(S(=O)(=O)Nc2cc(C)on2)cc1)C(F)(F)F (centres undefined) | -4 | 9 | · | -3 | -0.6 | 12 | 0.6 | 1 | · | 1500 | -3
27 | Cc1ccc(-c2nc(NC(=O)CSc3cc(C)c4ccccc4n3)ns2)cc1 | -6 | -1 | -0.0045 | -2 | 2.3 | 11 | 0.4 | 0 | -1 | 1385 | 2
28 | CCCn1c(-c2ccc(F)cc2)cnc1SCC(=O)O | -3 | 4 | · | 1 | -1.0 | 7 | -1.9 | 1 | -14 | 1522 | 1
29 | CC(=O)Nc1c(O)nc(SCC(=O)Nc2nnc(SCc3ccccc3)s2)[nH]c1=O | -12 | -3 | -0.66 | -4 | 6.8 | -16 | -0.1 | -9 | -17 | 1674 | 10
30 | O=C(CN1C(=O)CSCC1=O)Nc1ccc2c(c1)OCO2 | -8 | -3 | · | -3 | 2.5 | 29 | -0.1 | 3 | 8 | 1728 | 1
31 | O=c1cc(/C=C/c2ccccc2)oc2ccccc12 | 22 | 3 | · | 2 | 0.6 | 12 | -0.5 | 5 | · | 1661 | 7
32 | CCC(C)NC(=O)N[C@@H](Cc1ccccc1)C(=O)O (some centres undefined) | 2 | -9 | 0.28 | -4 | 0.7 | 0 | -0.2 | -4 | -11 | 1549 | 2
33 | Cc1c([N+](=O)[O-])c([N+](=O)[O-])nn1CC(=O)NCCc1ccccc1 | 7 | 2 | 0.012 | 1 | 0.5 | 16 | -0.4 | -1 | 0 | 1586 | 6

# Source: PubChem
